Bioassay records: PubChem BioAssay, several laboratories
TRPML3 ag: human TRPML3 channel agonists, primary screen, cell-based, HEK293 TRPML3-YFP, Fluo-8 calcium fluorescence, 3 µM | hit rate 0.29% among 220,000 | 100% = the carbachol control signal | Mucolipin-3 (Homo sapiens), Q8TDD5 | AID 1448, 2008 | activation, % at 3 µM;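 active = activation above its plate's cutoff, the mean activation of the plate's test wells plus 3 SD, cut at about 12% in these data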;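 also: 0% = DMSO only wells and 100% = carbachol wells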
Target sequence (Q8TDD5 whole entry, looked up): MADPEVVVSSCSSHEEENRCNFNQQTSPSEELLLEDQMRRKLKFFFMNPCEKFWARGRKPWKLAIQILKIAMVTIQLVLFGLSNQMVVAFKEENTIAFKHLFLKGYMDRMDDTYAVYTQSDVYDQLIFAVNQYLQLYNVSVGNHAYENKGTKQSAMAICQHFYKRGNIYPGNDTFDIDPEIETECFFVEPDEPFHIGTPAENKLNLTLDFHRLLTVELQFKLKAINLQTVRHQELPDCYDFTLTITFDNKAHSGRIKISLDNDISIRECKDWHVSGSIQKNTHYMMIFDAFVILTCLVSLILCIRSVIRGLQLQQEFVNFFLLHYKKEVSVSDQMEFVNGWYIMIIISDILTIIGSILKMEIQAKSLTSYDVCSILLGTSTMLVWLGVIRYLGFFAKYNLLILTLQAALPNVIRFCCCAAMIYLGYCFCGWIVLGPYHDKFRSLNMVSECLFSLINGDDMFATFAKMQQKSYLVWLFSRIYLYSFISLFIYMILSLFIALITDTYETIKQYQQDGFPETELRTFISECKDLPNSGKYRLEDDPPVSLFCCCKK
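Material: TRPML3-YFP stable HEK293 cells | Dosing: One concentration, 3 µM nominal, 0.3% DMSO | Timing: 125 s total fluorescence read per well | Technique: Fluo-8 calcium dye fluorescence, ex 470-495, em 515-575 nm | Measure: Percent activation from peak-to-basal fluorescence ratio, scaled between DMSO and carbachol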
BaF3 tox: parental Ba/F3 cell viability inhibition, counter-screen for JAK2V617F inhibitor project, murine pro-B, CellTiter-Glo luminescence; hit rate 1.1% among 220,000; AID 1486, 2009; CellTiter-Glo ATP luminescence; inhibition, % at 5.6 µM;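 active = inhibition above a per-campaign cutoff, the mean inhibition of all tested compounds plus 3 SD, cut at about 27% in these data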;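 also: 0% = DMSO wells and 100% = JAK Inhibitor I control wells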
m-calpain inh: inhibitors of pig calpain II, primary screen, biochemical, fluorogenic peptide substrate, 1536-well | purified calpain II, 30 min | inhibition, % at 16 µM | hit rate 0.37% among 220,000;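 active = inhibition above about 50%, limit read from the data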
PERK inh: block of dimerizer-induced PERK translation repression, primary screen, PERK inhibitor project, CHO PERK-DD cells, SEAP luminescence, HTS. Eukaryotic translation initiation factor 2-alpha kinase 3 (Homo sapiens), Q9NZJ5. CHO PERK-DD fusion, SEAP luminescence translation reporter. inhibition, % at 5.6 µM. hit rate 0.17% among 220,000. AID 1416, 2008;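 active = inhibition above the mean inhibition of all tested compounds plus 3 SD, set separately per screening campaign, cut at about 2.9% in these data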;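 also: PERK kinase domain activated by AP20187 dimerizer at 100 nM; 0% = DMSO with dimerizer and 100% = rapamycin at 8.4 µM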
TRPN1 ag: zebrafish TRPN1 channel agonists, primary screen, cell-based, HEK293, calcium fluorescence. HEK293 zebrafish TRPN1-YFP, Fluo-8 calcium fluorescence; 100% = response to 87 µM carbachol. activation, % at 3 µM. hit rate 0.18% among 220,000. AID 1424, 2008;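 active = activation above its plate's cutoff, the mean activation of test wells on that plate plus 3 SD, cut at about 19% in these data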;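 also: 0% = DMSO alone and 100% = 87 µM carbachol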
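System: zebrafish TRPN1-YFP in HEK293 cells / Dosing: 3 µM single point / Timing: dye loading 1 h at 37 °C, then 30 min room temperature / Signal: Fluo-8 calcium fluorescence, excitation 470-495 nm, emission 515-575 nm / Read-out basis: percent activation from peak over basal fluorescence ratio, control-normalized / Control set: high carbachol 87 µM, low DMSO alone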
EP2 modulator: EP2 receptor modulators, cAMP readout, primary screen, cell-based, HTRF cAMP, PGE2 stimulation; hit rate 0.83% among 260,000; AID 940, 2007; induction, % at 25 µM; EP2-expressing cells, cAMP HTRF FRET, PGE2 co-stimulation;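 active = compounds whose cAMP rise, as percent of the full-agonist control response, exceeds 60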;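 also: rat C6 glioma line stably carrying human EP2 under a CMV promoter; the protocol text gives 20 µM as final concentration; 100% = response of wells given 1 µM PGE2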
Target sequence (P43116 whole entry, looked up): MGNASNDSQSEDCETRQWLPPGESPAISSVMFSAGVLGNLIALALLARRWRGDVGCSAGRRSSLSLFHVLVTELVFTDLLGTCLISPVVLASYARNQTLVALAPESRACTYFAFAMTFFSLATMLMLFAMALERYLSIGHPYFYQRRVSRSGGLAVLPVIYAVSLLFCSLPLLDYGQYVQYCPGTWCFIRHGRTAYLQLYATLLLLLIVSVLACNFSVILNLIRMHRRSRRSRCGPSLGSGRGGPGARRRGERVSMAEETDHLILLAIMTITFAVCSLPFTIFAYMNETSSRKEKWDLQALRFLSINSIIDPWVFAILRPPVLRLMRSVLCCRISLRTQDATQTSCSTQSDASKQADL
S1P4 antagonist: S1P4 receptor antagonists, primary screen, cell-based; Sphingosine 1-phosphate receptor 4 (Homo sapiens), O95977; S1P4-expressing cells, antagonist mode, reporter read-out; inhibition, % at 4.98 µM; hit rate 0.26% among 220,000; AID 1510, 2009; in the data active = inhibition above about 29%;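 also: 0% = wells stimulated with agonist and 100% = vehicle wells without agonist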
S1P4 agonist: S1P4 receptor agonists, primary screen, cell-based; Sphingosine 1-phosphate receptor 4 (Homo sapiens), O95977; S1P4-expressing cell line, agonist reporter assay; activation, % at 4.98 µM; hit rate 0.35% among 220,000; in the data active = activation above about 11%;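 also: 0% = DMSO vehicle and 100% = reference agonist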
Ba/F3 V617F tox: reduced viability of JAK2V617F-dependent Ba/F3 cells, primary screen, JAK2V617F inhibitor project, cell-based, Ba/F3 EpoR-JAK2V617F, luminescence; inhibition, % at 5.6 µM; hit rate 1.1% among 220,000; ATP luminescence; AID 1446, 2008;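 active = inhibition above the campaign mean plus 3 SD over all tested compounds, cut at about 24% in these data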;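 also: cytokine-independent growth of Ba/F3 cells driven by EpoR plus mutant JAK2; 0% = DMSO-treated cells and 100% = JAK inhibitor I control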
* hit, by the source's call; & = joins results of further samples.

SMILES	TRPML3 ag	BaF3 tox	m-calpain inh	PERK inh	TRPN1 ag	EP2 modulator	S1P4 antagonist	S1P4 agonist	Ba/F3 V617F tox
O=C(CC(NC(=O)c1ccccc1Cl)c1ccccc1)NC1=NCCS1 (centres undefined)	0.2	2	-21	-0.1	-0.4	-9	-12	0.9	4
C=CCNC(=O)C1CCN(S(=O)(=O)c2ccccc2)CC1	0.0	-1	18	-0.3	1.7	5	-29	1.3	7
Brc1ccc(/C=N/n2cnnc2)s1	0.6	3	-6	-0.3	0.2	14	-6	1.0	-2
Cc1ccccc1NC(=O)CCC(=O)N/N=C/c1cc([N+](=O)[O-])ccc1O	0.2	3	3	1.3	-0.3	27	-11	0.8	2
CS(=O)(=O)N(CC(=O)NCC1CCCO1)c1ccc(F)c(Cl)c1 (centres undefined)	-0.1	0	16	0.2	0.3	2	-15	-0.9	-5
COc1ccccc1N1CCN(S(=O)(=O)c2cc(C)sc2C)CC1	0.3	11	24	1.2	-2.8	16	-14	-0.2	-1
Cc1cc(C)c(S(=O)(=O)c2ccccc2)c(OC(=O)c2cc(F)c(F)cc2Cl)n1	1.4	5	22	-0.2	0.0	73*	-1	-1.1	2
Cc1cc(NC(=O)c2cc3ccccc3oc2=O)no1	-0.2	3	-25	1.6	-0.6	11	15	-0.1	-1
CCOc1ccccc1N(CC(=O)NCC1CCCO1)C(=O)CNS(=O)(=O)c1ccccc1 (centres undefined)	0.8	-2	-14	0.3	0.0	15	1	-1.6	-1
Cc1c(C(=O)NC(=S)NCC(C)C)oc2ccccc12	0.9	2	-7	-0.1	0.9	22	10	-1.5	-3
O=C(Cc1ccc(Cl)cc1)c1c[nH]c(C(=O)NCCCN2CCOCC2)c1	0.7	6	-21	0.1	1.0	7	-24	-0.2	0
CCOC(=O)C(NC(C)=O)C(=O)Nc1ccc(C)cc1C (centres undefined)	0.9	2	3	1.0	1.8	35	-3	0.6	1
CN1CCO/C1=C(\C(Cl)=C(Cl)Cl)[N+](=O)[O-]	1.0	2	26	-0.3	2.4	22	-6	1.1	0
Brc1ccc(Nc2nc3ccccc3n3nnnc23)cc1	0.8	4	-231	0.5	0.3	35	-24	2.3	0
CNC(=O)COC(=O)CNC(=O)c1cc(Cl)cc([N+](=O)[O-])c1	0.9	3	48	0.1	0.2	6	-12	-0.1	1

Entries listed so far that have four or more nitrogen atoms (3):
SMILES	TRPML3 ag	BaF3 tox	m-calpain inh	PERK inh	TRPN1 ag	EP2 modulator	S1P4 antagonist	S1P4 agonist	Ba/F3 V617F tox
Brc1ccc(/C=N/n2cnnc2)s1	0.6	3	-6	-0.3	0.2	14	-6	1.0	-2
Cc1ccccc1NC(=O)CCC(=O)N/N=C/c1cc([N+](=O)[O-])ccc1O	0.2	3	3	1.3	-0.3	27	-11	0.8	2
Brc1ccc(Nc2nc3ccccc3n3nnnc23)cc1	0.8	4	-231	0.5	0.3	35	-24	2.3	0

(cont.)
SMILES	TRPML3 ag	BaF3 tox	m-calpain inh	PERK inh	TRPN1 ag	EP2 modulator	S1P4 antagonist	S1P4 agonist	Ba/F3 V617F tox
Cn1c(=O)n(C)c2cc([N+](=O)[O-])c(N3CCN(C(=O)c4ccccc4)CC3)cc21	0.9	2	1	1.7	0.6	10	-7	1.8	-2
CCOC(=O)c1sc(NC(=O)CSc2ncccn2)c(C#N)c1C	0.2	4	4	-1.4	-0.4	7	-1	-0.3	2
CC(=O)Nc1ccc(C(=O)CSc2nnnn2C)cc1	0.9	-9	-31	2.0	1.2	-16&13	-12	0.5	0
c1nc(NC2CCCC2)c2[nH]cnc2n1	1.1	2	-7	-0.4	3.1	-17	6	0.4	3
O=S(=O)(c1ccc(NC(=S)N/N=C/c2ccc(N3CCOCC3)cc2)cc1)N1CCOCC1	0.3	1	-150	-0.7	2.0	-16	1	0.9	-5
COCC(C)n1c(C)cc(C(=O)COC(=O)c2oc3ccccc3c2C)c1C (centres undefined)	2.1	8	38	-0.8	6.1	-12	8	-0.6	3
CCCCOc1ccc(C(=O)N/C(=C/C=C/c2ccccc2)C(=O)N2CCOCC2)cc1	0.9	-2	-12	-1.1	-2.4	-2	-1	7.4	-5
O=C(C[n+]1cccc(CNC(=O)c2ccc(OC(F)F)cc2)c1)c1ccccc1	0.6	11	-25	0.2	-2.1	-7	-7	-0.1	2
CC1=CC(C)(C)Nc2ccc(Cc3ccc4c(c3)C(C)=CC(C)(C)N4)cc21	-0.1	3	14	-0.6	1.2	-11	14	0.2	4
CCOC(=O)c1sc(Nc2nc3c(OC)cccc3s2)cc1C	-0.6	9	-26	-0.4	-2.8	-20	-23	1.0	3
O=C(N=Nc1c(O)[nH]c2ccccc12)c1ccccc1NS(=O)(=O)c1cccs1	0.0	5	-13	0.9	-0.9	-19	-11	0.3	-3
O=C(c1ccc(Br)o1)N1CCN=C1SCc1cccnc1	0.4	-1	-16	-0.5	1.0	34	2	0.7	-1
CCO/C([O-])=N/c1c[n+](N2CCOCC2)no1	0.0	6	8	1.6	-0.7	8&-2&8	-20	0.7	-2
COc1ccc(-c2nnc(SCC(=O)NCCc3ccc(S(N)(=O)=O)cc3)o2)cc1OC	0.7	-1	22	0.3	0.4	-9	4	-0.1	-1
O=C(Nc1ccc(N2CCOCC2)c(Cl)c1)c1cccc(F)c1	0.4	3	14	0.6	1.5	-12	-14	1.3	-1

A portion from further up:
SMILES	TRPML3 ag	BaF3 tox	m-calpain inh	PERK inh	TRPN1 ag	EP2 modulator	S1P4 antagonist	S1P4 agonist	Ba/F3 V617F tox
Cn1c(=O)n(C)c2cc([N+](=O)[O-])c(N3CCN(C(=O)c4ccccc4)CC3)cc21	0.9	2	1	1.7	0.6	10	-7	1.8	-2
CCOC(=O)c1sc(NC(=O)CSc2ncccn2)c(C#N)c1C	0.2	4	4	-1.4	-0.4	7	-1	-0.3	2
CC(=O)Nc1ccc(C(=O)CSc2nnnn2C)cc1	0.9	-9	-31	2.0	1.2	-16&13	-12	0.5	0
c1nc(NC2CCCC2)c2[nH]cnc2n1	1.1	2	-7	-0.4	3.1	-17	6	0.4	3
O=S(=O)(c1ccc(NC(=S)N/N=C/c2ccc(N3CCOCC3)cc2)cc1)N1CCOCC1	0.3	1	-150	-0.7	2.0	-16	1	0.9	-5

New compounds follow.
SMILES	TRPML3 ag	BaF3 tox	m-calpain inh	PERK inh	TRPN1 ag	EP2 modulator	S1P4 antagonist	S1P4 agonist	Ba/F3 V617F tox
Cc1ccc2nc(Cl)c(C3CC(c4cccs4)=NN3C(=O)CCCC(=O)O)cc2c1 (centres undefined)	0.9	5	-106	1.5	-1.0	16	-18	0.8	-2
Cc1cn(C)c(=O)n(C)c1=O	-0.2	-11	17	-0.2	0.3	7	8	0.2	2
Cc1ccn2cc(-c3cc4ccccc4oc3=O)nc2c1	0.9	8	-29	-0.5	1.7	-20	1	2.2	3
COCCN(C(=O)COc1ccc(Cl)cc1)c1nnc(-c2cccnc2)s1	0.9	0	9	-0.3	-0.5	6&3	-23	1.4	-6
COc1cc(C(=O)Nc2nccs2)ccc1OCc1c(C)noc1C	0.6	7	16	-0.8	-0.5	-38	-21	0.6	3
CC(C(=O)Nc1cc([N+](=O)[O-])ccc1Cl)N1CCN(c2ccccc2)CC1 (centres undefined)	0.3	9	19	0.4	1.3	6	-2	-0.4	4
O=C(Nc1ccon1)c1cccc(Cl)c1	1.0	6	22	1.4	-2.0	20	-20	1.7	-3
Cc1c(/C=N/NC(=O)c2cc(=O)[nH]c(=O)[nH]2)c2ccccn2c1C(=O)c1ccccc1	1.2	1	-38	-0.4	0.7	32	-9	-1.8	0
CCOC(=O)c1c(N2CCCCC2)c2ccccc2[nH]c1=O	0.2	7	-20	-0.4	-0.9	30	-20	1.6	1
Cc1noc(C)c1C(=O)N1CCCC(C(=O)c2cccc(C(F)(F)F)c2)C1 (centres undefined)	0.6	6	5	0.6	-0.7	9	-8	-1.3	1
CC(C)(C)c1ccccc1OCCCCN1CCCC1	0.3	4	42	-1.6	0.2	4	-10	1.9	8
Cc1cc(OCCn2cc(/C(N)=N/O)c3ccccc32)ccc1Cl	-0.1	3	5	-0.8	-0.5	-44	-17	-1.2	2
Cc1nc(SCC(=O)N2CC(=O)Nc3ccccc32)c2c(C)c(C)sc2n1	0.2	0	-1	-0.2	-0.3	18	-5	1.5	-4
O=c1c2ccccc2nc2c3ccccc3c(NCc3cccnc3)nn12	0.3	-1	-242	0.3	1.4	-24	3	1.1	2
O=C(Nc1nnc(C2=COCCO2)o1)c1ccc(Cl)cc1	-0.4	4	-7	1.2	-0.7	2	-19	-0.2	-3
CC(C)CCn1c(=O)c2ccccc2c2ccccc2c1=O	0.5	3	10	0.7	1.2	83*	-7	1.4	-1
CC(NC(=O)Cc1ccccc1F)c1ccc(F)cc1 (centres undefined)	-0.1	2	9	0.0	-0.3	15	-1	0.5	-2
CCOc1ccc(Oc2ccc(S(=O)(=O)N3CCOCC3)cc2N)cc1	3.4	2	19	0.6	7.7	-30	-20	0.8	6
O=C1C(c2ccc(F)cc2)N(Cc2ccc3c(c2)OCO3)C(=O)CN1C1CCCCCC1 (centres undefined)	0.3	1	33	-2.5	-0.4	9	-6	0.5	3
Cc1c(C#N)c2ncn(Cc3ccccn3)c(=O)c2n1-c1ccccc1	-0.3	0	-72	-0.6	0.2	-14	2	0.1	-3
CCOC(=O)CC(NCc1ccc(OC)c(OCC)c1)c1ccc(C)cc1 (centres undefined)	0.8	6	-8	0.6	-1.3	8	-3	4.7	3
COC(=O)c1ccc(OC(=O)CCc2cc(OC)c(OC)c(OC)c2)cc1	1.4	10	-10	1.5	0.4	19	1	1.7	4
O=C(/C=C/c1ccc(F)cc1)N1CCN(c2ccccn2)CC1	0.6	6	-2	0.4	-0.6	9	-32	16*	1
COc1cc(C2C(C(=O)OCCC#N)=C(C)NC3=C2S(=O)(=O)c2ccccc23)cc(OC)c1OC (centres undefined)	-0.3	7	-87	-0.5	-1.1	11	-8	1.1	5
CC(=O)NCc1nnc2c3ccccc3c(-c3ccccc3)nn12	0.8	7	-9	1.4	0.9	6	2	-2.0	4
COc1ccc(CC(=O)Nc2nnc(-c3cccc([N+](=O)[O-])c3)s2)cc1	-0.1	5	16	0.6	0.3	13	-11	0.7	-3
